# Screening data: PubChem BioAssay, Broad Institute
# miR122 inh = miR-122 inhibition in Huh7 cells; 340,000 compounds, 0.3% hits; AID 602342; Huh7 miR-122 Renilla luciferase sensor, 48 h; neutral wells = 0, positive control = 100; activation (reporter increase), % at 12.5 µM;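 active means mean replicate activation score at least 90 and every replicate individually at or above 90; inconclusive means only one of the two criteria met; inactive means neither criterion met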;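 further: higher luciferase means less miR-122 activity so hits act as miR-122 inhibitors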
# ERp5 block = blocks human ERp5 reductase activity on insulin. inhibition, % at 9.99 µM. AID 651711. ERp5 insulin aggregation, absorbance 650 nm, 90 min. 350,000 compounds, 0.05% hits. Q15084;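 active means mean replicate inhibition above about 25%, with every replicate also reaching it, limit read from the data, passing the limit was not always enough; inconclusive means only one of those two criteria met; inactive means neither criterion met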
# Target sequence (Q15084 whole entry, looked up): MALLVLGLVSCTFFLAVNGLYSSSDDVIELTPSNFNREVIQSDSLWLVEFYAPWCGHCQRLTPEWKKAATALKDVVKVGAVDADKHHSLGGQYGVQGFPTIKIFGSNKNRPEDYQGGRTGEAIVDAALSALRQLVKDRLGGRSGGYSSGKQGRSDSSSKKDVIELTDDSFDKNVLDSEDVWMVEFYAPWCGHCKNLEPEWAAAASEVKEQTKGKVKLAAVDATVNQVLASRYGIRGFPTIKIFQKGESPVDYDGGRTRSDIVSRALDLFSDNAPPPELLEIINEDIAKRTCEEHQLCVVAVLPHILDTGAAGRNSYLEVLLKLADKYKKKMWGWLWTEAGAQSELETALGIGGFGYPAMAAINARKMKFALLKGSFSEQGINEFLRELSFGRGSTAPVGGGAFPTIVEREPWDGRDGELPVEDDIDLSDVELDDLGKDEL
# SIRT5 block = inhibitors of human sirtuin-5 desuccinylase | Purified SirT5, succinyl-peptide AMC, trypsin-coupled fluorescence | inhibition, % at 15 µM | 330,000 compounds, 1.1% hits; in the data active means inhibition above about 15%; inconclusive means no clear call, values can overlap the other calls
# Target sequence (Q9NXA8 whole entry, looked up): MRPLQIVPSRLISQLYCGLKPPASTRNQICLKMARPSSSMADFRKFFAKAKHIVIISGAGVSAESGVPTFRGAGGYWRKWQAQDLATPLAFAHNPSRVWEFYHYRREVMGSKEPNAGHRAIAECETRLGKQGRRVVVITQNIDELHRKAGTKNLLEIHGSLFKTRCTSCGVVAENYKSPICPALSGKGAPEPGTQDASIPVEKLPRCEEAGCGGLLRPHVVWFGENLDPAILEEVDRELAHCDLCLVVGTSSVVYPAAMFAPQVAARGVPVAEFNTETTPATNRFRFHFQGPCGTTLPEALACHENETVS
# Cneo AK release = causes C. neoformans cell lysis; 360,000 compounds, 0.2% hits; adenylate kinase release luminescence, 4 h; normalised: neutral wells 0, clomiphene wells 100; lysis activity, % at 15 µM; AID 651654;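 active means mean lysis activity across replicates of at least 80%, whatever share of replicates individually reach that level; inactive means mean lysis activity below 80%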
#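 Material: C. neoformans cells | Amount: Yeast cell density of 5 × 10^6 cells/mL | Medium: Fresh YPD growth medium | Dosing: Single dose | Times: Static 4 h at 37 °C with compound, 1 h detection | Detection: AK luminescence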
# ARNT TACC3 PPI = disrupts binding between human ARNT and TACC3; Q9Y6A5; AlphaScreen His-ARNT PAS-B/GST-TACC3 binding, luminescence; TACC3 fragment carries E629A point mutation; AID 623870; inhibition, % at 9.99 µM; 390,000 compounds, 0.66% hits;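 active means mean inhibition of replicates at least 50% and at least half of replicates each reaching 50%; inconclusive means half or more replicates reach 50% but mean below 50%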;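 further: 0% = complete ARNT plus TACC3 wells and 100% = ARNT alone without TACC3; many hits fall short of the cut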
# Statin myotox sup = suppressors of simvastatin-induced myotoxicity in C2C12 myotubes. ATP luminescence, 48 h; scaled: DMSO 0, geranylgeraniol control 100. rescue of ATP level, % at 7.49 µM. 330,000 compounds, 0.78% hits;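 active means mean ATP rescue above about 67%, or every replicate alone reaching that limit, limit read from the data, passing the limit was not always enough; inconclusive means no clear call, values can overlap the other calls; inactive means mean under the limit and some replicate under it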;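 further: myotubes were challenged with 10 µM simvastatin during compound exposure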
# esBAF inh = SWI/SNF esBAF complex inhibition; mouse ES cells, Bmi1-luciferase knock-in reporter, 24 h; 100% = twice the neutral-well signal; reporter increase, % at 12.5 µM; 350,000 compounds, 2% hits; AID 602393; in the data active means activation above about 40%; inconclusive means no clear call, values can overlap the other calls;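 further: 0% = median of the plate's neutral control wells and 100% = double that signal; a rise in the Bmi1 reporter signal indicates esBAF inhibition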
# * = called active by the depositor; ? = inconclusive; · = no result given; & = joins results of further samples; [ ] = dose if it differs, or a comment. Compounds were not picked by outcome; overall some 4% were active at least once.
1. CCCC(=O)Nc1ccc2c(c1)C(=O)N(C)[C@H]1CC[C@H](CC(=O)N3CCc4ccccc4C3)O[C@H]1CO2
2. COCCNC(=O)c1cc(Br)ccc1Cl
3. Cc1cccc(-c2c(O)cc(=O)[nH]c2Cl)c1
4. CN(C)c1cc[n+](CC[n+]2ccc(N(C)C)cc2)cc1
5. Cc1nn(CCCC(=O)Nc2cnn(Cc3ccc(F)cc3)c2)c(C)c1[N+](=O)[O-]
6. COC(=O)c1ccc(COc2cccnc2[N+](=O)[O-])cc1
7. CCC(=O)NC[C@@H]1[C@H](c2ccccc2)[C@@H](CO)N1C(=O)C1CCC1
8. O=C(C[C@H]1CC[C@H]2[C@@H](COC[C@H](O)CN2Cc2ccccc2F)O1)N1CCc2ccccc2C1
Compound	1	2	3	4	5	6	7	8
miR122 inh	12[16.7 µM]	-6	-2	-1	23	-7	17[16.7 µM]	30[16.7 µM]
ERp5 block	·	·	0	-6	7	3	3	-3
SIRT5 block	·	·	-6	·	1	1	2	-9
Cneo AK release	62	2	1	3	-1	0	53	77
ARNT TACC3 PPI	8	-3	·	-6	15	·	-2	17
Statin myotox sup	17	11	3	-11	·	-2	4	9
esBAF inh	-2	-4	-12	1	·	38	-2	-3

9. C/C(=N\O)C(=O)NCCCn1ccnc1
10. COc1ccccc1-c1nc(-c2ccc(C)nc2OC)no1
11. COCCC(=O)N1CCCC(C(=O)c2ccc(C(F)(F)F)cc2)C1 (configuration not stated)
12. Cc1c(C(=O)NCc2ccccn2)sc2nc(-c3ccc(F)cc3)cn12
13. C=CCNC(=S)N/N=C/c1ccc(-c2cc(Cl)ccc2Cl)o1
14. C[C@@H]1CN([C@@H](C)CO)C(=O)c2cc(C#CC3CCCC3)cnc2O[C@H]1CN(C)C(=O)C1CC1
15. O=C(O)c1ccccc1C(=O)c1ccc(Br)s1
16. O=C(c1ccccc1)N1CCOC(O)(c2ccccc2)C1c1ccccc1 (configuration not stated)
Compound	9	10	11	12	13	14	15	16
miR122 inh	·	-11	4	3	·	-6[16.7 µM]	7	2
ERp5 block	2	·	2	·	·	2	4	-9
SIRT5 block	6	·	0	·	·	0	7	-3
Cneo AK release	·	-9	-2	-2	-3	-1	-1	-1
ARNT TACC3 PPI	30	-5	-7	-8	-5	-6	·	·
Statin myotox sup	·	-8	-9	-5	19	-1	2	-5
esBAF inh	·	69*	2	13	4	-4	3	-7

17. COc1cccc(C#Cc2ccc3c(c2)[C@H]2[C@H](CCN2C(=O)c2ccccc2F)[C@H](CO)N3)c1
18. COc1ccc(C(O)c2ncc(-c3cccc4ccccc34)[nH]2)cc1F (configuration not stated)
19. C[C@@H](O)C#Cc1cnc2c(c1)C(=O)N([C@@H](C)CO)C[C@H](C)[C@H](CN(C)Cc1cncnc1)O2
20. CCOC(=O)c1c(NC(=O)C2CCN(S(=O)(=O)c3cccs3)CC2)sc(C)c1C
21. O=C(Cn1[nH]c(=O)c2ccccc2c1=O)OCC(=O)N(Cc1ccccc1)Cc1ccccc1
22. Cn1c(=O)n(CC(=O)O)c(=O)c2c1nc1n2CCS1
23. Cc1ccc(NS(=O)(=O)c2ccc(C(=O)OCC(=O)Nc3cc(C)on3)cc2)cc1
24. CC1S/C(=N/N=C/c2ccco2)N(Cc2ccc(F)cc2)C1=O (configuration not stated)
Compound	17	18	19	20	21	22	23	24
miR122 inh	-1[16.7 µM]	5	-5[16.7 µM]	-3	-4	-2&-5	·	·
ERp5 block	·	6	0	·	·	-2	5	3
SIRT5 block	·	-5	8	·	·	10	0	-3
Cneo AK release	-11	3	-5	-3	-2	-1&1	0	·
ARNT TACC3 PPI	-9	·	-1	-10	1	-5&-9	-2	4
Statin myotox sup	-28	-6	-7	-2	3	17&-5	-12	·
esBAF inh	-4	-2	-4	-7	-1	-11&-5	2	·

# Shown tab-delimited: part of the list above.
no.	molecule	miR122 inh	ERp5 block	SIRT5 block	Cneo AK release	ARNT TACC3 PPI	Statin myotox sup	esBAF inh
16	O=C(c1ccccc1)N1CCOC(O)(c2ccccc2)C1c1ccccc1 (configuration not stated)	2	-9	-3	-1	·	-5	-7
17	COc1cccc(C#Cc2ccc3c(c2)[C@H]2[C@H](CCN2C(=O)c2ccccc2F)[C@H](CO)N3)c1	-1[16.7 µM]	·	·	-11	-9	-28	-4
18	COc1ccc(C(O)c2ncc(-c3cccc4ccccc34)[nH]2)cc1F (configuration not stated)	5	6	-5	3	·	-6	-2
19	C[C@@H](O)C#Cc1cnc2c(c1)C(=O)N([C@@H](C)CO)C[C@H](C)[C@H](CN(C)Cc1cncnc1)O2	-5[16.7 µM]	0	8	-5	-1	-7	-4
20	CCOC(=O)c1c(NC(=O)C2CCN(S(=O)(=O)c3cccs3)CC2)sc(C)c1C	-3	·	·	-3	-10	-2	-7
21	O=C(Cn1[nH]c(=O)c2ccccc2c1=O)OCC(=O)N(Cc1ccccc1)Cc1ccccc1	-4	·	·	-2	1	3	-1
22	Cn1c(=O)n(CC(=O)O)c(=O)c2c1nc1n2CCS1	-2&-5	-2	10	-1&1	-5&-9	17&-5	-11&-5
23	Cc1ccc(NS(=O)(=O)c2ccc(C(=O)OCC(=O)Nc3cc(C)on3)cc2)cc1	·	5	0	0	-2	-12	2
24	CC1S/C(=N/N=C/c2ccco2)N(Cc2ccc(F)cc2)C1=O (configuration not stated)	·	3	-3	·	4	·	·

# Other records.
25. N#C[C@@H]1N[C@H](CO)[C@@H]1c1ccc(-c2ccccc2F)cc1
26. CN1c2ccc(-c3cccc(C#N)c3)cc2[C@H]2[C@H](CCN2C(=O)Cc2ccccn2)[C@H]1CO
27. O=C(C[C@@H]1CC[C@H]2[C@@H](COC[C@@H](O)CN2C(=O)Cc2ccccc2)O1)NC1CCCC1
28. COc1cc(C(=O)N(C)CC2CCN(CCc3cccc(C(F)(F)F)c3)CC2)ccc1C
29. C[C@H](CO)N1C[C@H](C)[C@H](CN(C)C(=O)Nc2ccccc2)Oc2ccc(NC(=O)Nc3ccc(C(F)(F)F)cc3)cc2C1=O
30. COc1ccc(OC)c(NS(=O)(=O)c2ccc3c(c2)C(C)(C)C(=O)N3C)c1
31. CCN(C(=O)CSc1nc(N)cc(=O)[nH]1)c1c(N)n(Cc2ccccc2)c(=O)[nH]c1=O
32. COc1ccc(NC(=O)/C(=C\c2ccncc2)NC(=O)c2ccccc2)cc1
Compound	25	26	27	28	29	30	31	32
miR122 inh	·	37[16.7 µM]	-2[16.7 µM]	-9	-20[16.7 µM]	47	-3	3
ERp5 block	-5	0	-3	-3	2	·	3	-2
SIRT5 block	0	2	-3	6	3	·	-1	0
Cneo AK release	-1	-15	-3	0	-3	0	1	0
ARNT TACC3 PPI	9	-9	0	3	14	5	-1	-2
Statin myotox sup	-17	-8	8	-7	2	11	6	14
esBAF inh	4	10	-7	-3	2	1	0	-6

33. COc1ccc(N=C2SCC(=O)N2c2ccc(OC)cc2)cc1
34. CC(=O)c1sc(NCc2ccc(C)cc2)nc1C
35. O=C(CSc1nnc(Cn2c(=O)sc3ccccc32)n1-c1ccccc1)N1CCOCC1
36. COc1ccc(/C=C(/NC(=O)c2cccs2)C(=O)NCc2ccco2)cc1OC
37. S=C(Nc1ccc2nc(-c3ccccn3)c(-c3ccccn3)nc2c1)N1CCCCCC1
38. Cc1cccc(C(=O)Nc2ccc(N3CCN(C(=O)c4ccco4)CC3)cc2)c1
39. Cc1c(-c2ccccc2)oc2c(C(=O)OCC(=O)Nc3cccc(F)c3)cccc2c1=O
40. O=S(=O)(c1ccc(OCC(O)CNC23CC4CC(CC(C4)C2)C3)c(Cl)c1)N1CCOCC1 (configuration not stated)
Compound	33	34	35	36	37	38	39	40
miR122 inh	0	0	0	9	·	-1	-15	3
ERp5 block	6	3	7	1	-2	0	4	0
SIRT5 block	-3	2	-1	1	9	-4	-3	-3
Cneo AK release	-8	-1	2	-2	·	-6	-1	2
ARNT TACC3 PPI	0	-6	-2	1	8	-3	-2	4
Statin myotox sup	-3	-1	19	25	·	-11	2	-11
esBAF inh	-2	53*	-7	-2	·	11	-11	-6

41. CCC(=O)NC(Nc1cccc(C)n1)(C(F)(F)F)C(F)(F)F
42. [N-]=[N+]=CC(=O)CCCN1C(=O)c2ccccc2C1=O
43. Cc1ccn2cc(-c3cccc([N+](=O)[O-])c3)nc2c1
44. CCOc1ccc(C(=O)Nc2nnc(NC(=S)Nc3ccccc3)s2)cc1
45. CCCN(CC(=O)Nc1cccc(S(N)(=O)=O)c1)CC(=O)Nc1ccc(F)c(F)c1F
46. COc1cccc(N2CC(C(=O)Nc3ccc(C(=O)OC(C)C)cc3)CC2=O)c1 (configuration not stated)
47. CCOc1ccc(C(=O)NCC(=O)NCCSc2ccc(Br)cc2)cc1OCC
48. C[C@@H]1CCCCO[C@@H](CN(C)Cc2ccccc2)[C@H](C)CN([C@@H](C)CO)C(=O)c2cc(NC(=O)Cc3ccccc3)ccc2O1
Compound	41	42	43	44	45	46	47	48
miR122 inh	-2	0	21	-5	·	·	-3	-5[16.7 µM]
ERp5 block	·	·	1	1	-7	3	4	-1
SIRT5 block	·	·	4	·	-1	-4	4	1
Cneo AK release	3	0	-5	-3	0	6	-1	-5
ARNT TACC3 PPI	0	-3	·	-3	-2	2	-3	-4
Statin myotox sup	-2	-7	-5	10	·	2	15	·
esBAF inh	-4	-4	-1	32	·	11	6	1

49. COc1cc(/C=C2\SC(=O)N(CC(=O)Nc3cccc(C)c3)C2=O)ccc1OC(C)C(=O)O (configuration not stated)
50. COc1cc(OC)cc(C(=O)Nc2nnc(-c3cccnc3)o2)c1
51. CCN=C1SC(C(=O)NCCc2ccccc2)CC(=O)N1CC (configuration not stated)
52. COc1cc(NC(=O)CN2C(=O)NC(C)(CC(C)C)C2=O)cc(OC)c1 (configuration not stated)
53. CCSC1=NCCN1S(=O)(=O)c1ccc(NC(C)=O)cc1
54. COc1ccc(NC(=O)CSc2nncn2N)c(OC)c1
55. C[C@@H]1CN([C@H](C)CO)C(=O)c2cccc(NS(=O)(=O)c3ccc(Cl)cc3)c2O[C@@H]1CN(C)C(=O)NC1CCCCC1
56. CCC(=O)N(CCc1ccccc1C)Cc1cc2ccc(C)cc2[nH]c1=O
Compound	49	50	51	52	53	54	55	56
miR122 inh	-1	·	-7	-6	·	1	2[16.7 µM]	4
ERp5 block	1	-2	·	·	1	1	1	6
SIRT5 block	3	2	·	·	0	-5	1	-7
Cneo AK release	0	·	-1	3	·	1	-2	3
ARNT TACC3 PPI	2	62*	-3	1	-3	-8	-6	-5
Statin myotox sup	6	·	-5	-3	·	-1	17	-6
esBAF inh	-3	·	-9	-1	·	1	5	-3

57. O=C(NC1CCCCCC1)c1ccc(S(=O)(=O)NCc2ccco2)cc1
58. O=C(/C=C/c1ccccc1)CC(=O)c1ccccc1O
59. CCC(C)/C(C)=N/Nc1ccc(S(N)(=O)=O)cc1[N+](=O)[O-] (configuration not stated)
60. CC(C)NC[C@H]1[C@@H](c2ccc(-c3ccccc3)cc2)[C@@H](CO)N1CC1CC1
61. c1ccc(N2CCN(c3nccn4ccnc34)CC2)nc1
62. COc1ccc([C@H]2CC(=O)C=C(c3cc4ccccc4c4ccccc34)C2)cc1
63. O=C1Nc2ccc(S(=O)(=O)N3CCCC3)c3ccc(S(=O)(=O)N4CCCC4)c1c23
Compound	57	58	59	60	61	62	63
miR122 inh	30	·	-1	0[16.7 µM]	-2	-5	1
ERp5 block	·	5	7	2	1	2	·
SIRT5 block	·	-8	2	-5	·	·	·
Cneo AK release	1	·	0	14	-1	-1	1
ARNT TACC3 PPI	-5	-4	5	0	·	-2	-30
Statin myotox sup	-3	·	6	-7	-6	1	-18
esBAF inh	5	·	5	1	?	13	-3
